Screens deposited in PubChem by Broad Institute.
EWS-Fli block: EWS/Fli transcriptional activity inhibition; A673 NR0B1-luciferase reporter, viability-normalised; inhibition, % at 12.6 µM; 350,000 tested, 0.67% active; AID 651661;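 active = mean inhibition of at least 50% after viability correction, with every replicate also passing that limit; inconclusive = mean reaches 50% but only one of two replicates passes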;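 also: firefly luciferase signal divided by Alamar Blue viability fluorescence both relative to DMSO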
Xi reactivation: reactivates the inactive X chromosome in mouse fibroblasts; XiGFP mouse fibroblasts, % GFP-positive cells imaging, 3 d; cells co-treated with 5-aza-dC sensitizer; scaled so ellipticine positive control = 100%; activation, % at 7.58 µM; 360,000 tested, 0.055% active; AID 743238;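 active = mean normalized replicate activation at least 10% and every replicate at or above 10%; inconclusive = only one of the two criteria met; inactive = mean below 10% and not all replicates reach 10%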;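 also: 0% = median of on-plate neutral control wells and 100% = ellipticine 6 µM median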
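System: SV40-immortalized XiGFP fibroblast cells, line 68-5-11 / Incubation: 3-day compound exposure, then 15 min fixation at room temperature / Compound: single concentration per compound, delivered by pin transfer / Buffer or medium: DMEM plus 5-aza-dC sensitizer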
FN deposition inh: fibronectin deposition inhibition; AH1F fibroblasts, Alexa488-fibronectin deposition fluorescence, overnight; inhibition, % at 12.6 µM; 350,000 tested, 0.086% active;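 active = mean inhibition across replicates of 30% or more, regardless of how many single replicates reach that level; inconclusive = mean under 30% yet at least half of replicates reach 30%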;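 also: positive control wells lacked labelled fibronectin entirely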
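Material: AH1F fibroblast monolayer depositing Alexa488-labelled fibronectin into matrix / Amount: 10000 AH1F cells per well / Signal: fluorescence 485/525 nm / Medium: DMEM, 2% serum / Compound: single dose, pinned / Incubation: 1 h cell adhesion before compound, then overnight fibronectin incubation / Reagent: Alexa488-FN, 24 nM final / Read-out: inhibition of fibronectin deposition signal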
E-sel inducer: E-selectin induction on HUVECs; HUVEC E-selectin immunofluorescence imaging; normalized: neutral wells 0, TNF-alpha wells 100; activation, % at 7.58 µM; AID 686992; 260,000 tested, 0.37% active;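 active = mean E-selectin-positive cell signal at least 10% of the positive control, reached in at least 60% of replicates, without over 20% cell loss; inconclusive = no rule given, readout overlaps actives, possibly toxicity-flagged; inactive = the rest, including those meeting only one limit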;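 also: in these data hits start at about 27%; measured in HUVEC primary endothelial cells; signal is the percent of cells scored E-selectin positive by PE staining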
Target sequence (P16581 whole entry, looked up): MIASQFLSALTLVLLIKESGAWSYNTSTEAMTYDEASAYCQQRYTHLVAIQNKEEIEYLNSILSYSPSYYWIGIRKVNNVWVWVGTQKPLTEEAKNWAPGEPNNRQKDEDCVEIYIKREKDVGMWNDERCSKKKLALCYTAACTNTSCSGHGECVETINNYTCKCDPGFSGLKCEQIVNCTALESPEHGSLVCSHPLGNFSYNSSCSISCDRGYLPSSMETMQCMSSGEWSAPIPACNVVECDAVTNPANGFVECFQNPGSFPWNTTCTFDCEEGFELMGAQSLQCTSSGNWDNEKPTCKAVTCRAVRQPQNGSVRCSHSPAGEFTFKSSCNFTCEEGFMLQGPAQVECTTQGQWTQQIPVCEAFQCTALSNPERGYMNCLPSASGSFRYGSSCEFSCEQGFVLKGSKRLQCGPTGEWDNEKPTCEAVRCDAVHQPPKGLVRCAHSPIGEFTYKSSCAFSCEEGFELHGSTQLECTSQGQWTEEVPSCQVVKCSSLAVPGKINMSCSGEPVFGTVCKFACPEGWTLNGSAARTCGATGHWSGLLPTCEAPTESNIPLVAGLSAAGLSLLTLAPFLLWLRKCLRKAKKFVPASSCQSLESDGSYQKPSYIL
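Material: HUVEC primary endothelial cells; Amount: 3,000 cells per well; Dosing: single concentration; Medium: EGM-2 growth medium on 0.1% gelatin-coated wells; Read-out basis: percent E-selectin-positive cells; Signal: immunofluorescence imaging; Control set: TNF-alpha, DMSO.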
RAD54 inh: inhibitors of human RAD54 branch migration. 360,000 tested, 0.14% active. inhibition, % at 10.4 µM. Q92698. RAD54 Holliday junction branch migration, FAM/BHQ fluorescence. AID 602329;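 active = mean normalized replicate activity at least 40 and at least half of replicates scoring 40 or more; inconclusive = only one of the two criteria met; inactive = mean below 40 and under half of replicates reaching 40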;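 also: 0% = median of neutral control wells and 100% = median of positive control wells; inhibitors cause a drop in the FAM fluorescence signal; in these data hits start at about 50%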
RAD52 anneal inh: blocks human RAD52 DNA annealing | P43351 | 360,000 tested, 0.46% active | inhibition, % at 18.7 µM | recombinant RAD52 DNA annealing, FRET fluorescence | AID 651710;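 active = every replicate showing at least 50% inhibition; inconclusive = mean inhibition at least 50% but not in every replicate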
Target sequence (P43351 whole entry, looked up): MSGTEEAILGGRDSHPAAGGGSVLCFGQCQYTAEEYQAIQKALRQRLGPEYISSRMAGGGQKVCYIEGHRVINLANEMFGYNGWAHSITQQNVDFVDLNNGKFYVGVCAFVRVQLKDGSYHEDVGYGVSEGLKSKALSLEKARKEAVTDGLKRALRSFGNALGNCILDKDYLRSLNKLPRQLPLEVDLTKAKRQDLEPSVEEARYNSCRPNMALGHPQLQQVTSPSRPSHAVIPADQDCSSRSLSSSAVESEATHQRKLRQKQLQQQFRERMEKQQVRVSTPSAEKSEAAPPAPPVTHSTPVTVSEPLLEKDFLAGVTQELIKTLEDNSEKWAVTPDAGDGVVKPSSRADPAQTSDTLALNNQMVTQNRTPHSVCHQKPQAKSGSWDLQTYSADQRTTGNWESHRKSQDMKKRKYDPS
esBAF inh: blocks esBAF chromatin remodeling in mouse ES cells. AID 602393. 350,000 tested, 2% active. reporter increase, % at 12.5 µM. Bmi1-luciferase knock-in reporter, 24 h; 100% = twice the neutral-well signal; in the data active = activation above about 40%; inconclusive = no clear call, values can overlap the other calls;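 also: 0% = median of the plate's neutral control wells and 100% = double that signal; a rise in the Bmi1 reporter signal indicates esBAF inhibition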
S100A4 inh HTS: S100A4-myosin IIA interaction inhibition; S100A4/TAMRA-MyoIIA peptide fluorescence polarization; P26447; inhibition, % at 10.7 µM; 360,000 tested, 0.14% active;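 active = mean inhibition of at least 70% across replicates, with every replicate also reaching that level; inconclusive = mean inhibition reaches 70% but some replicates fall short; inactive = mean inhibition below 70%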
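Compound dosing: one dose per compound; test system: human S100A4 monomer with TAMRA-labelled myosin IIA peptide; probe or stimulus: TAMRA-labelled myosin IIA heavy-chain peptide probe, 5 nM; medium: HEPES buffer with Ca2+, pH 7.2; schedule: 5 min incubation before reading; benchmarks: neutral control DMSO, positive control TFP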
* marks the source's active call; other numbers are inactive results; ? = inconclusive; · = not tested or not shown; & = joins results of further samples.

SMILES	EWS-Fli block	Xi reactivation	FN deposition inh	E-sel inducer	RAD54 inh	RAD52 anneal inh	esBAF inh	S100A4 inh HTS
c1ccc(-n2cc(CNCCc3cscn3)c(-c3ccc4c(c3)OCO4)n2)cc1	0	0.0	3	·	-2	-64	10	-8
CC(=O)c1ccc(S(=O)(=O)Nc2ccc(C(=O)NCCCn3ccnc3)cc2)cc1	-42	0.9	-5	-0.7	10	-4	-5	2
Cc1ccc(NC(=O)COc2ccc(Cl)cc2Cl)cc1S(=O)(=O)N1CCOCC1	11	-0.1	·	·	5	-1	-6	-1
O=C(c1[nH]c(C(F)(F)F)nc1-c1ccccc1)N1CCN(c2ncccc2C(F)(F)F)CC1	-1	-0.1	0	0.1	-2	-6	1	7
COc1ccc(N2CCN(C(=O)CCC(=O)N3CCOc4ccc(Cl)cc43)CC2)cc1	16	-0.1	8	-0.1	0	-10	8	1
C#CCOC(=O)C[N+](C)(C)CC#Cc1ccccc1	2	-0.1	-6	?	-5	-6	-6	0
CCCC(=O)N1CCC2(CC1)CN(C(=O)Nc1c(C)noc1C)[C@H](CO)c1c2c2ccc(OC)cc2n1C	-6	0.3	·	0.0	·	2	·	0
COc1ccc(-c2ccc(-c3nnc(Cc4ccc(OC)c(OC)c4)o3)cc2)cc1	·	·	-3	0.6	2	·	-8	·
O=C(C[C@@H]1C[C@H]2c3cc(NS(=O)(=O)c4ccc(F)cc4)ccc3O[C@H]2[C@@H](CO)O1)NCc1ccc(-c2ccccc2)cc1	-10	-0.1	12	-0.3	4	-10	-2	-7
COc1cccc(C#Cc2ccc([C@@H]3[C@H](CO)N4C(=O)CN(C(=O)c5ccncc5)C[C@@H]34)cc2)c1	-7	0.2	·	-0.1	·	-4	·	-4
Cc1cc(C(=O)N/N=C/C=C/c2ccccc2)n[nH]1	-17	-0.2	1	0.0	0	-2	·	-1
O=C(Cc1cn(Cc2cccc(Cl)c2)c2ccccc12)N1CCCC1	·	-0.2	-3	·	4	·	2	·
COc1ccc(OC)c([N+](=O)[O-])c1C(N)=O	5	0.0	·	·	·	-7	-7	3
Cc1ccc(C(C(=O)NCc2ccc(F)cc2)N(C(=O)c2csnn2)C2CC2)cc1 (configuration not stated)	4	-0.1	-41	·	-4	14	-6	-1
CCNC(=S)NNC(=O)Nc1ccccc1	4	·	·	·	·	-11	-4	-3
CC1CCN(C(=O)CSc2nnc(-c3cccs3)o2)CC1	-27	0.1	-14	-0.1	1	14	16	2
O=C(CN1CCOCC1)N1CC2(C1)[C@H](c1ccccc1)[C@H](CO)N2Cc1cccc(F)c1	6	0.0	-11	-0.1	·	-2	·	7
Cc1ccc(S(=O)(=O)N2CCC(C)CC2)cc1C(=O)NCCN1CCOCC1	·	0.0	·	-0.1	12	2	·	-1
CCCN1C[C@@H](C)[C@@H](OC)CN(C)C(=O)c2cc(NC(=O)c3cnccn3)ccc2OC[C@@H]1C	-1	-0.4	-5	0.3	2	-17	-2	4
COc1ccccc1N(CC(=O)NCCSCc1ccccc1)S(=O)(=O)c1ccc(C)cc1	21	0.4	4	·	-3	-9	-2	-3
CCOc1ccc(NC(=O)c2ccc(OCC3CCCO3)cc2)cc1S(=O)(=O)N(CC)CC (configuration not stated)	10	0.0	-1	-1.9	2	-7	8	-7
CN(Cc1ccccc1)S(=O)(=O)c1cccs1	-16	·	·	·	3	0	0	-1
Cc1ccc(S(=O)(=O)N(C)c2ccccc2C(=O)NC2CCCC2)cc1	3	0.1	-1	·	·	-10	·	6
COc1ccc2c(c1)c(CC(=O)O)c(C)n2C(=O)c1ccc(Cl)cc1	-6	-0.1	-11	0.1	-3	-12	-3	0
COc1ccc(OCC(=O)Nc2cc(-c3nn4c(C)nnc4s3)ccc2C)cc1	-9	0.2	-11	0.2	0	0	0	-1
Continuation:
SMILES	EWS-Fli block	Xi reactivation	FN deposition inh	E-sel inducer	RAD54 inh	RAD52 anneal inh	esBAF inh	S100A4 inh HTS
Cc1ccccc1C(=O)N1CCC(C(=O)Nc2ccc(S(=O)(=O)N3CCOCC3)cc2)CC1	8	-0.4	·	0.6	3	-11	3	-1
CNC[C@H]1OCCCC[C@@H](C)Oc2ccc(NC(=O)Nc3ccc4c(c3)OCO4)cc2C(=O)N([C@H](C)CO)C[C@@H]1C	-6	-0.8	·	-0.1	-6	8	1	1
CN1c2ccccc2-c2nc3ccccc3n2C1c1ccncc1 (configuration not stated)	·	·	8	·	-2	-5	·	1
COC(=O)c1ccc(OC(=O)c2cccs2)cc1	-6	0.3	1	-0.1	·	-11	·	-1
COc1cc(/C=C/C(=O)O)ccc1OS(=O)(=O)c1ccc(C)cc1	-5	0.0	-13	·	·	-2	·	-2
CC=Cc1ccc2n(c1=O)C[C@@H]1[C@@H](CO)[C@H](C(=O)NC3CCC3)[C@H]2N1Cc1cccnc1 (mixture of isomers)	2	0.4	·	-0.4	-4	-19	1	16
O=C(CCS(=O)(=O)c1ccc(Cl)cc1)Nc1cccc(S(=O)(=O)N2CCCCCC2)c1	13	0.0	3	-0.2	-6	-31	6	-5
COCCCN1C(=O)C(CC(=O)NC2CCCC2)CC(C(=O)N(C(C)C)C(C)C)=C1C (configuration not stated)	4	0.8	7	0.0	4	-6	-4	-3
CC(=O)NC(Cc1cccc(C)c1)C(=O)NC1CCN(C(=O)c2ccc([N+](=O)[O-])cc2)CC1 (configuration not stated)	1	0.1	0	·	·	-4	·	0
O=C(NCc1ccccc1C(F)(F)F)C1CCC(=O)N(CCCc2ccccc2)C1 (configuration not stated)	3	0.1	2	·	-15	-2	3	1
Cc1ccc(C(=O)OC(C)C(=O)Nc2ccc3c(c2)OCO3)c(O)c1 (configuration not stated)	-25	0.0	17	-0.6	5	-6	50*	-3
COc1ccc(C(=O)NC2CCCc3c2cnn3-c2cccc(C)c2C)o1 (configuration not stated)	-43	0.0	-38	·	-2	-25	9	-2
Cc1cc(Cl)cc(Br)c1OCCNCC(C)O (configuration not stated)	·	·	·	·	-3	-31	-6	14
CCN1CCN(c2nc(Nc3ccccc3F)nc(N)c2[N+](=O)[O-])CC1	-9	0.0	3	4.9	-4	-14	7	-6
COc1ccc(NS(=O)(=O)c2cccc(C(=O)OCC(=O)c3c(N)n(C)c(=O)n(C)c3=O)c2)cc1	10	-0.1	6	-2.4	5	-24	-1	-51
CCOC(=O)C(=CNNc1ccsc1C(=O)OC)C(=O)OCC	10	0.0	-4	·	·	-9	·	0
CC(C)Cc1ccc(S(=O)(=O)Nc2ccccn2)cc1	1	0.1	3	-0.2	·	9	-7	4
CC1CCC(NC(=O)CN2C(=O)C3CC=CCC3C2=O)CC1 (configuration not stated)	-10	0.0	2	-1.4	7	-22	-1	-3
Cc1[nH]c(=O)[nH]c(=O)c1S(=O)(=O)Nc1ccc(Br)cc1F	7	0.0	1	-0.1	-3	-7	1	1
CN1CCN(C(=O)C[C@@H]2C=C[C@H](NS(=O)(=O)c3cccc(F)c3)[C@@H](CO)O2)CC1	-2&-14	-0.2&0.0	3&3	-0.2&-0.2	1	9&-15	0	-6&-5
CCCc1nc(SCC(=O)NCc2ccco2)c2c(=O)n(C)c(=O)n(C)c2n1	8	-0.1	-3	-0.2	-7	-10	-4	-2
O=[N+]([O-])c1ccc(N(CC(O)CN2CCCCC2)S(=O)(=O)c2ccccc2)cc1 (configuration not stated)	6	0.5	1	0.4	3	-7	-6	-1
CN(C)S(=O)(=O)N(CC(=O)N1CCN(c2ccccc2)CC1)c1ccccc1	0	0.0	-12	·	1	-8	-4	1
O=C1OC(C(Cl)(Cl)Cl)Nc2ccccc21 (configuration not stated)	0	0.4	8	-0.2	·	4	·	0
COCC(C)n1c(SCC(=O)NC2CCCCC2C)nc2ccccc2c1=O (configuration not stated)	5	0.0	12	0.0	-4	-10	-1	-17

Molecules above that have an aryl thioether with sulfur outside any ring, in the order listed:
SMILES	EWS-Fli block	Xi reactivation	FN deposition inh	E-sel inducer	RAD54 inh	RAD52 anneal inh	esBAF inh	S100A4 inh HTS
CC1CCN(C(=O)CSc2nnc(-c3cccs3)o2)CC1	-27	0.1	-14	-0.1	1	14	16	2
CCCc1nc(SCC(=O)NCc2ccco2)c2c(=O)n(C)c(=O)n(C)c2n1	8	-0.1	-3	-0.2	-7	-10	-4	-2
COCC(C)n1c(SCC(=O)NC2CCCCC2C)nc2ccccc2c1=O (configuration not stated)	5	0.0	12	0.0	-4	-10	-1	-17

Next part
SMILES	EWS-Fli block	Xi reactivation	FN deposition inh	E-sel inducer	RAD54 inh	RAD52 anneal inh	esBAF inh	S100A4 inh HTS
CCOc1ccc(NC(=O)C2CCN(S(=O)(=O)c3cccnc3)CC2)cc1	4	·	·	·	10	3	3	-3
NC(=O)COC(=O)c1cccc(NS(=O)(=O)/C=C/c2ccccc2)c1	-9	-0.1	-2	·	-3	-2	·	-2
O=C(CCCc1ccccc1)N1CCc2ccccc21	-56	·	·	·	4	-4	32	0
COc1ccc(Cc2c(-c3ccccc3)nc3ccc(Cl)cn23)c(C)c1	-70	-0.1	-2	0.2	-1	-25	23	-7
CN(C)C(=O)C[C@@H]1CC[C@@H](NS(=O)(=O)c2ccccc2)[C@@H](CO)O1	0	1.3	12	0.6	-8	6	-1	-5
COc1ccc([C@H]2C[C@H](O)[C@@H](n3cc(COC(=O)c4ccccc4)nn3)CN2C(=O)C2CCCCC2)cc1	-4	0.2	·	-7.4	5	-8	-5	1
COc1ccccc1NS(=O)(=O)c1cc2c3c(c1)CCN3C(=O)CC2	0	0.2	5	1.8	-7	-12	0	1
CCc1ccc(OCC(=O)Nc2ccc(N3CCN(C(=O)c4ccccc4)CC3)cc2)cc1	4	0.1	-8	-0.4	5	0	0	-4
Cc1ccccc1CN1CCN(C2CCC2)CC1CCO (configuration not stated)	-1	0.0	-10	·	0	-11	-9	4
COc1ccc(C(=O)Nn2c(C3CCC3)nc3ccccc3c2=O)c(OC)c1	-1	·	·	·	·	-9	-1	-7
CC1CCCC(C)N1C(=O)Cn1nnc(-c2ccc([N+](=O)[O-])cc2)n1 (configuration not stated)	9	0.1	15	·	5	3	-8	6
Cc1ccc(NC(=O)CCN2CCCCC2)cc1	66*	0.3	7	·	-11	1	-54	4
CCCNC(=O)N[C@@H]1CC[C@H](CC(=O)NCCc2ccccc2)O[C@H]1CO	-3	-0.1	-8	0.0	-9	3	-6	4
COC(=O)c1cnc(N)s1	2	0.1	1	0.5	-4	-11	-6	1
O=C(CSc1n[nH]c(-c2ccccn2)n1)Nc1ccccc1F	16	-0.1	1	0.6	1	-13	-2	-4
CC(C)(C)C(=O)NC(=S)NNC(=O)c1ccc(Cl)cc1Cl	28	0.1	6	-1.3	-1	-30	-6	-2
CN(C(=O)COC(=O)Cc1ccc(Cl)cc1)C1CCCCC1	0	0.1	-4	-0.2	0	1	-4	-3
